Source: PubChem
Vc quorum ag = inducers of Vibrio cholerae quorum light production without autoinducers, primary screen, BH1578 luxS cqsA deficient, single point | activation, % at 18.7 µM | V. cholerae BH1578 lux reporter, luminescence, 6 h | 0.16% of 350,000 active; in the data active means activation mostly above about 9.7%, no sharp cut-off; inconclusive means no clear call, values can overlap the other calls; inactive means mostly below about 3.7%; further: not every result past the cut was called active; inactives centre near 0; reference of the scale not given here
CCHF vOTU inh = CCHFV vOTU protease inhibitors, primary screen, biochemical, Pep-AMC substrate, fluorescence; 0.55% of 370,000 active; Crimean-Congo hemorrhagic fever virus L polyprotein viral ovarian tumor (vOTU) protease …; inhibition, % at 11.5 µM; in the data active means inhibition above about 30%; further: 0% = vehicle wells with enzyme and 100% = no enzyme wells
3CLpro inhibitor = SARS-CoV 3CLpro protease inhibitors, primary screen, biochemical, quenched FRET. 0.14% of 290,000 active. recombinant SARS-CoV 3CLpro, quenched FRET peptide cleavage. inhibition, % at 6 µM. Replicase polyprotein 1ab (Severe acute respiratory syndrome coronavirus), P0C6X7; in the data active means inhibition above about 12%
BoNT-A LC inh2 = BoNT/A light chain protease inhibitors, primary screen, biochemical, flow cytometry, MLPCN library | multiplex microsphere protease substrate cleavage | inhibition, % at 10 µM | 0.17% of 360,000 active; further: plate controls were buffer without enzyme for full effect and enzyme alone for no effect
Yp Topo-I inh = Yersinia pestis topoisomerase I inhibitors, primary screen, biochemical, cleavage product accumulation, plate reader, single point; Y. pestis Topo-I cleavage product accumulation; AID 504884, 2011; DNA topoisomerase I (Yersinia pestis CO92); activity, % at 10 µM; 0.064% of 360,000 active; in the data active means activity above about 50%, passing the limit was not always enough; inconclusive means no clear call, values can overlap the other calls; further: inactives centre near 2
Anthrax LF prot = Bacillus anthracis LF protease inhibitors, primary screen, biochemical, multiplex microsphere, MLPCN library | Lethal factor (Bacillus anthracis), P15917 | multiplex microsphere protease cleavage assay | inhibition, % at 10 µM | 0.12% of 360,000 active | AID 588501, 2011; further: plate controls were buffer without enzyme for full effect and enzyme alone for no effect
Target sequence (P15917 whole entry, looked up): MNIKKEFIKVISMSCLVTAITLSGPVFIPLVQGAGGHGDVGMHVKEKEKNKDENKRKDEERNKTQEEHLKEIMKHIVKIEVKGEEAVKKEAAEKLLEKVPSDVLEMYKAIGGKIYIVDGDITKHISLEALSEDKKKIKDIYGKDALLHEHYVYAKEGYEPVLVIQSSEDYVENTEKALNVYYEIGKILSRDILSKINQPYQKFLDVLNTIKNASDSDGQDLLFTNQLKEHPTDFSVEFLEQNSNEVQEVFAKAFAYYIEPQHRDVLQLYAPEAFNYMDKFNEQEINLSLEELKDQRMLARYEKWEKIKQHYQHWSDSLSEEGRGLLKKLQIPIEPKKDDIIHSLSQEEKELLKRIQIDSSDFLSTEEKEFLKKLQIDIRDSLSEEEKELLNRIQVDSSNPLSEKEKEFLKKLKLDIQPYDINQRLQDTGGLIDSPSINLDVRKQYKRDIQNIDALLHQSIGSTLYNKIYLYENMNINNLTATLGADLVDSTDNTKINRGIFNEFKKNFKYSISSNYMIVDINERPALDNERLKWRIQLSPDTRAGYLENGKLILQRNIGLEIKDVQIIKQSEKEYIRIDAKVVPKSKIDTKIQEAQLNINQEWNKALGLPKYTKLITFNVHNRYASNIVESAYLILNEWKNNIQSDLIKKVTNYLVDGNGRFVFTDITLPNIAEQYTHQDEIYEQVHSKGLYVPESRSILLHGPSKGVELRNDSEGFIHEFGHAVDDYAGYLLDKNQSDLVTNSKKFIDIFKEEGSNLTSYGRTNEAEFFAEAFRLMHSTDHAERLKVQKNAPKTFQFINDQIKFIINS
SSB-PriA inh = inhibitors of Klebsiella pneumoniae PriA binding to SSB C-terminal tail, primary screen, biochemical, AlphaScreen. AlphaScreen SSBct-PriA binding, biotinylated peptide. inhibition, % at 33 µM. 0.6% of 430,000 active. AID 1272365, 2023; in the data active means inhibition mostly above about 37%, no sharp cut-off; inactive means mostly below about 20%;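 further: plate controls were negative control peptide for no effect and reference peptide for full effect; strong numbers were not always called active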
PfHsp40 rescue = rescue of yeast from PfHsp40 toxicity, primary screen, S. cerevisiae, ATP luminescence | 0.68% of 340,000 active | S. cerevisiae expressing PfHsp40, growth rescue | AID 504582, 2011 | growth rescue, % at 12.5 µM; in the data active means growth rescue above about 28%, passing the limit was not always enough; inconclusive means no clear call, values can overlap the other calls;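 further: yeast W303a lacking pdr1 and pdr3 grown in galactose medium; growth measured after three days at 30 °C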
TcdB inh = TcdB glycohydrolase inhibitors, primary screen, biochemical, single point, plate reader; TcdB glycohydrolase enzymatic assay; inhibition, % at 9.99 µM; Toxin B (Clostridioides difficile), P18177; 0.24% of 350,000 active; in the data active means inhibition above about 10%
VHR inh abs = VHR1 phosphatase inhibitors, primary screen, biochemical, absorbance, uHTS. inhibition, % at 13.3 µM. AID 1654, 2009. Dual specificity protein phosphatase 3 (Homo sapiens), P51452. recombinant VHR phosphatase, pNPP absorbance. 0.52% of 290,000 active; in the data active means inhibition above about 50%; further: some compounds called inactive have numbers as strong as hits
Target sequence (P51452 whole entry, looked up): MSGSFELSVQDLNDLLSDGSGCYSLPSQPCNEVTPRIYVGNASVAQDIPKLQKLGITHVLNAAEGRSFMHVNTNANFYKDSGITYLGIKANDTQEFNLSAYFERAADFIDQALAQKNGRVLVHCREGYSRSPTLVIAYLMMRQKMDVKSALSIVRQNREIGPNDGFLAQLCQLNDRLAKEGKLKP
An asterisk follows results filed as active; i = inactive; u = inconclusive; x = not tested or not shown; & = joins results of further samples. Unless noted, no stated cut-off is given here; in the data, active means inhibition above about 30%; inconclusive means no clear call, values can overlap the other calls; inactive means below that. This is a subset (hit frequency here may not be typical).

SMILES	Vc quorum ag	CCHF vOTU inh	3CLpro inhibitor	BoNT-A LC inh2	Yp Topo-I inh	Anthrax LF prot	SSB-PriA inh	PfHsp40 rescue	TcdB inh	VHR inh abs
COc1ccc(Br)c(C(=O)OCC(=O)NC2CCCCCC2)c1	i	3	x	-0.3	39	1	-5	-0.3	1.2	x
Clc1ccc(C2[C@H]3CN(CC4CCCCC4)[C@H](c4ccccc4)C34CC2(c2cccnc2)C4)cn1 (some centres not stated)	i	24	x	1.5	20	7	14	-0.5	-4.5	22
CC(NC(=O)c1ccc2c(c1)OCO2)c1ccccc1 (configuration not stated)	-0.3	-7	0	-1.3	8	15	-7	0.3	0.9	26
CC(C)Cn1c(-c2nn(C)cc2Cl)n[nH]c1=S	3.6	-2	1	-0.2	-5	0	-10	0.8	x	20
COC(=O)c1ccc(C(NC(=O)OCc2ccccc2)/C(F)=C/[C@@H](C)C(=O)O)cc1 (some centres not stated)	i	11	x	-0.9	-8	0	-14	0.2	0.7	x
O=C1Nc2ccccc2C12OCC1(CO2)COC2(OC1)C(=O)Nc1ccccc12 (configuration not stated)	0.7	5	6	u	1	u	8	0.2	x	20
NNc1nc(N)c2c(n1)-c1ccccc1CC21CCCC1	i	-17	0	-1.3	12	-5	-14	-1.1	-0.7	-5
CCN(CC)C1CCN(C(=O)c2cc(COc3ccc(-n4cncn4)cc3)on2)C1 (configuration not stated)	i	8	1	0.4	3	-3	7	0.0	1.2	24
CC(Sc1nc(C(C)(C)C)cc(-c2ccccc2)c1C#N)C(=O)Nc1ccccc1 (configuration not stated)	-0.7	7	-1	0.4	8	0	-4	1.5	x	-2
O=c1c2ccccc2nc(-c2ccccc2)n1CCN1CCOCC1	i	-20	2	1.2	-9	2	-9	-1.6	x	-5
Cc1nnc(SC(C)C(=O)Nc2ccc(Cl)cc2Cl)[nH]c1=O (configuration not stated)	-0.3	8	x	-0.5	1	-9	-6	-0.8	-0.1	x
O=c1sc2ccccc2n1COc1ccc(Cl)cc1	x	14	-5	0.2	-1	-5	-50	10	x	12
N#Cc1ccc(S(=O)(=O)NC2CCN(Cc3ccccc3)CC2)cc1	-0.7	-8	3	u	-4	19	-7	-0.7	-0.5	26
Cc1c(CC(=O)NCC(=O)O)c(=O)oc2cc3occ(-c4ccccc4)c3cc12	i	17	1	0.2	-1	-13	3	-1.2	1.1	6
COc1ccc(CN2CC(C(=O)NCCCN3CCN(Cc4ccccc4)CC3)CC2=O)cc1 (configuration not stated)	-0.5	x	0	0.3	7	0	-1	0.0	x	-6
CCOC(=O)CCCNC(=O)COC(=O)c1cc(Br)c(Br)s1	-0.3	-8	4	0.1	-5	4	6	-0.7	0.6	32
CCOC(=O)C(=CNc1ccc(C#N)cc1)C(=O)OCC	-0.3	19	3	-0.3	3	-3	0	-1.6	1.7	6
O=C(COC(=O)Cn1cnc2ccccc21)NCCc1ccccc1	-3.6	8	-1	-1.6	-8	3	-9	0.7	x	-6
CCC(=O)Nc1ccc2c(c1)nc(CN1CCCCC1)n2C	-0.3	1	-2	-1.9	2	0	-5	-0.3	0.6	10
C=C(C)CNC(=S)N1CCN(C(c2ccccc2)c2ccccc2)CC1	-0.3	11	3	-0.5	-1	-8	3	0.0	0.6	-6
Cc1ccccc1NC(=O)Cc1nc(COC(=O)c2nccnc2N)cs1	-5.3	-31	x	2.7	-7	-5	x	x	0.2	x
NC(=O)c1ccccc1N=Cc1ccc2ccccc2c1	i	-14	1	-0.3	8	0	-3	1.4	0.6	-2
Cc1cc(C)nc(N/N=C/c2sccc2C)n1	-0.6	16	1	-0.8	6	-2	x	3.8	0.8	28
O=C(NCCCn1ccnc1)c1cn(-c2ccccc2)nc1-c1ccccc1	-1.5	-4	7	-0.8	-6	-6	4	-0.1	1.9&0.4	4
O=C(Nc1ccc(S(=O)(=O)N2CCOCC2)cc1)c1ccccc1Br	-0.4	-10	0	-1.5	-5	-9	-16	-0.7	0.8	9
COC(=O)c1cc(C(=O)OC)n(Cc2ccc(C)cc2)c1C	i	9	1	-0.4	-6	-5	-35	0.1	-3.4	13
COc1ccc(-c2nn3cnnc3s2)cc1OC	-0.1	-3	-1	x	6	x	-3	-1.3	x	21
C=CCOC(=O)C1=C(C)NC(SCC(=O)N(CC)CC)=C(C#N)C1c1ccco1 (configuration not stated)	-7.1	3&6	5	-0.4&-1.0	0&35	0&0	-3&-14	0.1&1.9	1.5	-12
Cc1cc(C)nc(N/N=C/c2ccc3c(c2)OCCO3)n1	-0.2	6	3	-0.9	6	9	x	-1.9	0.2	-10
N#C/C(=C/c1ccc(OC(=O)c2ccc(Br)s2)cc1)c1nc2ccccc2[nH]1	-3.8	-2	x	1.1	7	-3	-2	-1.0	1.7	x

4 records drawn at random from those above, as already listed:
SMILES	Vc quorum ag	CCHF vOTU inh	3CLpro inhibitor	BoNT-A LC inh2	Yp Topo-I inh	Anthrax LF prot	SSB-PriA inh	PfHsp40 rescue	TcdB inh	VHR inh abs
COc1ccc(-c2nn3cnnc3s2)cc1OC	-0.1	-3	-1	x	6	x	-3	-1.3	x	21
CCOC(=O)C(=CNc1ccc(C#N)cc1)C(=O)OCC	-0.3	19	3	-0.3	3	-3	0	-1.6	1.7	6
CCOC(=O)CCCNC(=O)COC(=O)c1cc(Br)c(Br)s1	-0.3	-8	4	0.1	-5	4	6	-0.7	0.6	32
C=C(C)CNC(=S)N1CCN(C(c2ccccc2)c2ccccc2)CC1	-0.3	11	3	-0.5	-1	-8	3	0.0	0.6	-6

Next part:
SMILES	Vc quorum ag	CCHF vOTU inh	3CLpro inhibitor	BoNT-A LC inh2	Yp Topo-I inh	Anthrax LF prot	SSB-PriA inh	PfHsp40 rescue	TcdB inh	VHR inh abs
Cc1ccccc1N(C(=O)CNC(=O)c1cccs1)C(C(=O)NC1CCCC1)c1ccncc1 (configuration not stated)	-0.9	11	-5	-2.9	-5	0	-9	-0.3	0.9	-19
COC(=O)Cc1c(C)nc2nc(Cc3ccccc3)[nH]n2c1=O	-3.6	3	2	0.5	-1	2	-15	0.2	x	4
CC(Oc1ccccc1Cl)C(=O)Nc1ccc(S(=O)(=O)N2CCN(C)CC2)cc1 (configuration not stated)	i	8	x	-0.8	-4	3	-7	-0.1	0.7	x
COC(=O)c1ccc(CSc2nc3c(cnn3-c3ccc(F)cc3)c(=O)[nH]2)o1	-0.2	x	-3	0.2	20	0	-10	2.3	1.4	-5
Cc1cc(C)c(NC(=O)CN2C(=O)NC3(CCc4ccccc43)C2=O)c(Cl)c1 (configuration not stated)	i	-6	x	0.9	6	-3	11	-1.4	0.8	x
CN(CCC1CCCCO1)C(=O)c1cc(COc2ccc(F)cc2F)on1 (configuration not stated)	i	3	5	-6.1	18	-2	-17	-0.8	-0.6	-12
Cn1nnc(CC[N+](C)(C)C)n1	i	-7	-3	-0.4	-3	-5	-6	-0.6	0.0	16
CC(=O)N1CCCN(C(=O)c2cc(COc3c(F)cccc3F)on2)CC1	i	-8	-6	-1.9	-11	-2	3	-0.3	1.2	5
COc1cc(/C=N/NC(N)=O)ccc1OCC(=O)Nc1ccc(C)c(C)c1	-0.2	23	-3	1.0	-3	0	x	0.9	x	38
COc1ccc(/C=C/C(=O)NCCCN2CCOCC2)cc1	-0.8	-17	0	0.9	-3	-1	5	-0.9	0.1	7
O=C(COC(=O)c1ccc(Cl)nc1)NCc1ccc2c(c1)OCO2	i	5	2	0.3	-3	-1	-3	-1.1	x	19
Cc1c(-c2ccccc2)oc2c(C(=O)OCC(=O)Nc3ccc(C(N)=O)cc3)cccc2c1=O	2.2	10	0	0.7	6	-2	-3	1.0	0.2	11
CCC(Sc1nc(C)cc(C)n1)C(=O)NC1=NN=C(c2ccc(C)cc2)CS1 (configuration not stated)	i	4	4	1.5	3	-3	26	0.6	2.4	25
CN(C(=O)c1cc([N+](=O)[O-])ccc1NCc1cccnc1)c1ccccc1	i	-6	-2	0.3	13	-12	-1	-1.5	1.7	26
COc1ccc(C(C)=O)cc1COC(=O)CCNS(=O)(=O)c1ccc(C)cc1	i	-4	x	3.4	30	-4	-9	-1.6	0.2	x
CCN1C(=O)c2ccc(C(=O)O)cc2C1=O	i	6	3	-0.6	9	-8	-1	0.9	x	9
CCn1c(=NC(=O)COc2ccccc2)sc2cccc(F)c21	i	-4	1	-0.6	4	-2	-4	0.7	1.7	5
COc1ccc(N2CC(C(=O)N/N=C/c3ccc(C)cc3)CC2=O)cc1 (configuration not stated)	i	-2	-13	0.2	13	-1	x	-0.1	0.9	7
CC(C)n1c(O)c(C=NCc2ccccc2)c(=O)[nH]c1=S	-0.3	9	9	0.3	0	1	-3	-0.2	3.7	6
COc1ccc(S(=O)(=O)N2CCCCC2c2cc(C(=O)NC(C)C)no2)cc1 (configuration not stated)	i	3	x	-0.6	6	-6	x	x	0.6	x
CNC(=O)CN1C(=O)NC(Cc2c[nH]c3ccccc23)C1=O (configuration not stated)	i	0	1	-1.0	-6	-3	-4	-1.6	-0.4	27
COc1ccc(OC)c(Nc2ncnc3ccc(Br)cc23)c1	6.6	-5	1	-5.1	-17	-6	-33	-0.2	2.5	-8
Cc1cccc(NC(=O)Cn2cnc3ccc(S(=O)(=O)N4CCC(C)CC4)cc3c2=O)n1	i	11	-1	0.9	13	1	2	-1.0	x	19
Cc1cccc(-c2nnn(CC/C(N)=N/O)n2)c1	1.2	-6	-6	-0.9	0	-7	x	1.0	x	10
Cc1ccc(NC(=O)c2cc(C(=O)c3cc(Cl)ccc3O)cn(-c3ccc(C)cc3)c2=O)cc1	-0.2	-2	-2	0.1	-2	1	3	0.5	-0.3	-4
CC(=O)N(/N=C1\Sc2ccccc2C1=O)c1ccccc1	-0.4	1	-2	1.0	-3	-2	x	-0.2	x	32
Cc1c(-c2ccccc2)nc(N)c(C#N)c1-c1cccs1	2.9	-3	-2	-0.1	0	2	-24	-0.5	x	15
CC(C)c1nc(SCC(=O)c2ccc(F)cc2)c2ccccc2n1	i	3	2	-0.3	6	5	-40	0.8	0.1	5
COC(C#CCCN(C)C)(c1ccccc1)c1ccccc1	-0.3	-2	0	0.1	-6	0	-4	-1.3	x	7
C=CCNc1nc2ccccc2nc1NS(=O)(=O)c1ccc(Cl)cc1	i	1	-1	0.9	7	0	-3	-0.2	0.4	-28
CCOC(=O)CNC(=O)c1sc(NC(=O)c2ccccc2)nc1C	-0.3	-3	4	0.1	-5	-2	-27	-0.3	x	13
CCCCCCCCC#Cc1nc(C)ccc1OC	i	9	x	-0.7	40	-12	-39	0.8	0.4	x
COc1cccc(-c2nn(-c3ccc(C)cc3)cc2C(=O)NCC2CCCO2)c1 (configuration not stated)	-1.1	-4	x	-2.2	0	2	-15	4.5	0.0	x
O=C(CSc1nc(=O)n(CCCN2CCOCC2)c2c1CCCC2)Nc1ccc(F)c(F)c1	i	3	x	-1.1	15	5	-4	-0.8	3.1	x
